Assay outcomes: PubChem, National Center for Advancing Translational Sciences (NCATS)
Pol beta inh = blocks human DNA polymerase beta activity; 340,000 compounds, 1.3% hits; Potency, µM (series often up to 114 µM), inactives show at the top dose activity change, negative = inhibition, usual class: inhibitors; AID 485314; Pol beta primer extension/strand displacement, fluorescence kinetic; P06746; also: % is scaled to controls: 0 for no effect and ±100 for the full control effect
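Curves were derived by four-parameter Hill fits of normalized qHTS data. The kinetic fluorescent primer-extension read was taken at 0 and 10 min after 50 nM substrate, following a 15 min room-temperature preincubation of 10 nM enzyme with compounds.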
Apoferritin bind = binds horse apoferritin like a general anesthetic | P02791 | apoferritin/1-aminoanthracene competitive binding, fluorescence | Potency, µM (doses to about 77.5 µM), for inactives: top-dose activity change, negative = displacement, most hits filed as inhibitors | 350,000 compounds, 0.074% hits | AID 485281; also: % is scaled to controls: 0 for no effect and ±100 for the full control effect; nearly all actives have a fitted effect of over 20% in size
Target sequence (P02791 2-175 limits assumed): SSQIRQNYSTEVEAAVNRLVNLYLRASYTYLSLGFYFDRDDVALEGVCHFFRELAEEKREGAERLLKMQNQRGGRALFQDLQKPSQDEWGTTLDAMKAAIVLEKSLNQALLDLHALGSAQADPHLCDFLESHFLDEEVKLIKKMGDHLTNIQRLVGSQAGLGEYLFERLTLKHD
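Horse-spleen apoferritin (10 uM) in 50% saturated 1-aminoanthracene in PBS was incubated 10 min at room temperature with compound. Fluorescence (ex 380, em 535 nm) was normalized to free and bound 1-AMA, with concentration-response fitted by a four-parameter Hill equation.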
APEX1 inh = APE1 (human) endonuclease inhibition; P27695; Potency, µM (top dose mostly 65.8 µM), for inactives: top-dose activity change, negative = inhibition, usual class: inhibitors; 350,000 compounds, 0.35% hits; AID 2517; recombinant APE1, TAMRA/BHQ-2 abasic DNA cleavage fluorescence;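 also: plate controls were vehicle for no effect and reference inhibitor for full effect; nearly all actives have a fitted effect of over 55% in size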
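Incision of a quenched TAMRA/BHQ-2 THF abasic-site duplex (50 nM) by 0.75 nM APE1, after 15 min compound preincubation, measured as fluorescence increase over three 60 s reads. Values normalized to buffer, DMSO and NSC13755 control wells.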
Pol iota inh = blocks human DNA polymerase iota activity. Pol iota fluorescent replication assay, 10 min. Potency, µM (top dose mostly 115 µM), for inactives: at the top dose activity, negative = inhibition, actives largely listed as inhibitors. 390,000 compounds, 1% hits
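Fluorescent replication assay read twice, at 0 min and 10 min after adding 50 nM (final) substrate. Enzyme (10 nM) and compounds were first incubated 15 min at room temperature; enzyme-free buffer wells were negative controls.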
BAZ2B inh = BAZ2B (human) inhibition; Potency, µM (top dose mostly 114 µM), for the others: at the top dose activity change, negative = inhibition, actives largely listed as inhibitors; AlphaScreen BAZ2B-H3K14Ac peptide displacement; 360,000 compounds, 4.4% hits; AID 504333; also: % is scaled to controls: 0 for no effect and ±100 for the full control effect; nearly all actives have a fitted effect of over 60% in size
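AlphaScreen luminescence quantifies BAZ2B engagement of H3K14Ac peptide; the protein and biotinylated peptide are both at 50 nM final, buffer PBS pH 7.4 with 0.01% Tween-20, all steps at room temperature.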
Pol kappa inh = DNA polymerase kappa (human) inhibition | Q9UBT6 | purified Pol kappa, fluorescent DNA synthesis assay, 10 min | Potency, µM (top dose mostly 107 µM), without a hit: at the highest dose activity, negative = inhibition, most hits filed as inhibitors | 400,000 compounds, 0.53% hits; also: % is scaled to controls: 0 for no effect and ±100 for the full control effect
Target sequence (Q9UBT6 whole entry, looked up): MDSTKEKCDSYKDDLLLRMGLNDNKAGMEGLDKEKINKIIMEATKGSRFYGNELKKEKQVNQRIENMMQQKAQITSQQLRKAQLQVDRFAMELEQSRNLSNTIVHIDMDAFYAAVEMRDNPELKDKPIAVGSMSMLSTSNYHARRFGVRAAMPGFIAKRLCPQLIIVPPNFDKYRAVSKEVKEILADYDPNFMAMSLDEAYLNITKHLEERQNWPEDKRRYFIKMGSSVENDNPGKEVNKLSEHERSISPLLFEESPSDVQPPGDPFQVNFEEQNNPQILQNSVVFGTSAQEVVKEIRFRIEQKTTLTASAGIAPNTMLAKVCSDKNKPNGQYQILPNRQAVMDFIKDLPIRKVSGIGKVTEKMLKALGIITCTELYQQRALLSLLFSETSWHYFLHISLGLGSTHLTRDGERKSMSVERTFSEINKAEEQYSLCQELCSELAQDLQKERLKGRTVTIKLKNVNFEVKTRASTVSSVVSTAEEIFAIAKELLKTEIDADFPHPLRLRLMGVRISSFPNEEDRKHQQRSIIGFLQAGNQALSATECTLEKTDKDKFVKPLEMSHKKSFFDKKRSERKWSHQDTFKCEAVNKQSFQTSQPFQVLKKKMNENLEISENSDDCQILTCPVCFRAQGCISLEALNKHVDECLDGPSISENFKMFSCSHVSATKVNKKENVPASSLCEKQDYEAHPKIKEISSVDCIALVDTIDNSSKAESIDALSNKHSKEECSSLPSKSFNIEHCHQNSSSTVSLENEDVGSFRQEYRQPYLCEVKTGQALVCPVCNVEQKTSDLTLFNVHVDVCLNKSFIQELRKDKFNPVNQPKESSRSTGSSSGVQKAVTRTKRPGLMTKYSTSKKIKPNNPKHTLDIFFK
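Kinetic fluorescence readout at 0 and 10 min followed reaction start with substrate at 50 nM final. Beforehand, enzyme (10 nM Pol kappa) stood 15 min with compound at room temperature; buffer-only wells were negative controls.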
BLM inh = blocks DNA unwinding by human BLM helicase. P54132. recombinant BLM DNA unwinding, fluorescence dequenching. Potency, µM (series often up to 56.1 µM), for the others: top-dose activity change, negative = inhibition, most hits filed as inhibitors. 350,000 compounds, 0.2% hits;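 also: plate controls were vehicle for no effect and no enzyme for full effect; nearly all actives have a fitted effect of over 35% in size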
G9a block = inhibitors of human histone lysine methyltransferase G9a. 350,000 compounds, 8.8% hits. AID 504332. G9a H3K9 monomethylation, AlphaScreen, 2 h. Potency, µM (top dose mostly 102 µM), for inactives: at the highest dose activity, negative = inhibition, most hits filed as inhibitors; also: % is scaled to controls: 0 for no effect and ±100 for the full control effect; nearly all actives have a fitted effect of over 75% in size
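AlphaScreen detection with an anti-monomethyl H3K9 antibody quantified product after a 2 h room-temperature reaction containing 500 nM biotinylated H3K9 peptide, 20 µM SAM and 20 nM enzyme, which had been preincubated 15 min with compound.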
Pol eta inh = inhibitors of human DNA polymerase eta; Q9Y253; recombinant Pol eta, fluorescent DNA replication assay; Potency, µM (titrated, usually from 114 µM), inactives show at the top dose activity change, negative = inhibition, hits mostly inhibitors; 390,000 compounds, 1.2% hits; AID 588591; also: % is scaled to controls: 0 for no effect and ±100 for the full control effect
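Pol eta at 10 nM preincubated with compounds 15 min at room temperature; reaction started with fluorescent substrate (50 nM final) and read kinetically at 0 and 10 min.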
* = called active by the depositor; ? = inconclusive; / = not tested or not shown; [ ] = dose if it differs, or a comment. Calls follow the shape of the dose curve; as a rule, active = well fitted curve in the direction sought with a large enough effect; inconclusive = small, poorly fitted or top-dose-only effect, or another doubt; inactive = no such curve, though single readings can be large; an effect the other way counts as inactive or inconclusive. Potency is read from the fitted curve at half-maximal effect.

SMILES	Pol beta inh	Apoferritin bind	APEX1 inh	Pol iota inh	BAZ2B inh	Pol kappa inh	BLM inh	G9a block	Pol eta inh
CCn1ccnc1CN(C)Cc1cn(-c2ccc(C)cc2)nc1-c1cccc(C)c1	-19%	-10%	-2%	66%[activator]	40µM*	-14%	-14%	32µM*	-16%
CCCCN(C)C(=O)c1cn(-c2cccc(OC)c2)c(=O)c2ccccc12	-6%	-3%	60%[activator]	22%	-2%	-1%	-2%	18%	-11%
CCc1ccccc1NC(=O)Nc1cc(C(=O)NCc2ccccc2OC)ccc1N1CCCC1	1%	30%[activator]	/	?	-13%	5%[60.1 µM]	2%	4%[59 µM]	-13%
Cc1noc(C)c1-c1cc(Nc2ccccc2)ncn1	/	/	6%	/	/	-6%[60.1 µM]	-11%	23%[0.501 µM]	/
COc1ccc(NCC(O)Cn2cnc3c2c(=O)n(C)c(=O)n3C)cc1 (configuration not stated)	20%	-5%	22%	8%	4%	-23%	0%	23%[59 µM]	-4%
O=C(Nc1nc(-c2ccccc2)cs1)c1cccc([N+](=O)[O-])c1C(=O)O	1%	-5%	-1%	15%	2%	-9%	-10%	50µM*	-8%
CCOC(=O)c1c(NC(=O)CSc2ncnc3ccccc23)sc(C)c1C	2%	-1%	?	43%[activator]	8%	-7%	-7%	-8%[59 µM]	-10%
COc1cc(C2c3[nH]c4ccccc4c3C[C@H]3C(=O)N(CCO)CC(=O)N23)cc(OC)c1OC (some centres not stated)	4%	-6%	11%	131%[activator]	1%	-10%	-3%	23%[2.33 µM]	-14%
Cc1cccc(-n2ncc3c(N4CCc5ccccc54)ncnc32)c1	-12%	-1%	?	/	-5%	/	-2%	21%	/
Cc1ccc(NC(=O)CSc2nnc(-c3nnn(-c4ccc(F)cc4)c3C)o2)cc1Br	?	-10%	/	-29%	-8%	-9%	0%	35%[activator][59 µM]	-8%
Cc1cc(-c2c(C(=O)N3CCOCC3)c(C)nn2-c2ccccc2)no1	-1%	2%	6%	-7%[58.9 µM]	1%	-5%	1%	2%	1%
CCCS(=O)(=O)c1c(S(=O)(=O)CCC)c2cnccn2c1C(=O)c1ccc(CC)cc1	-20%	?	-1%	8%	-3%	-10%	-9%	-39%[59 µM]	-10%
COCc1ccc([C@@H]2C[C@H]3CN(Cc4ccccc4C)C(=O)[C@]34CCCN24)o1	2%	-9%	2%	-1%	-1%	-12%	-4%	-20%	-12%
O=C(O)CCC(=O)N1CCN(c2cccc(Cl)c2)CC1	2%	-5%	0%	18%	-9%	-10%	2%	12%[12.7 µM]	-1%
COc1ccc(OC)c(C(c2nnnn2C2CCCC2)N2CCN(c3ccccc3)CC2)c1 (configuration not stated)	16%	3%	-4%	?	50µM*	-4%	-2%	32µM*	-14%
CCN1C(=O)CC(N2CCN(C(c3ccccc3)c3ccccc3)CC2)C1=O (configuration not stated)	7%	-8%	0%	7%	6%	2%	-4%	-2%[12.7 µM]	5%
O=C(Cc1cccs1)N1CCCC(c2nc3c(nnn3Cc3ccc(F)cc3)c(=O)[nH]2)C1 (configuration not stated)	15%	-21%	-3%	2%[58.9 µM]	-3%	-5%	-5%	12%[59 µM]	0%
Cc1cc(C)c2c(=O)cc(C(=O)Nc3sc4c(c3C(=O)NCc3cccnc3)CCCC4)oc2c1	4%	2%	/	-9%	-9%	?	-9%	2%[59 µM]	-9%
CC1CCCCC1NC(=O)CCNS(=O)(=O)c1ccc(Cl)cc1 (configuration not stated)	29%	-4%	40%	25%	-3%	3%	1%	19%	-25%
O=C1Cc2ccccc2Sc2c(OCCN3CCCCC3)cccc21	-19%	-6%	2%	16%	-24%	-11%	78%[activator]	?	-8%

2 compounds picked at random from those above, as already listed:
SMILES	Pol beta inh	Apoferritin bind	APEX1 inh	Pol iota inh	BAZ2B inh	Pol kappa inh	BLM inh	G9a block	Pol eta inh
O=C(O)CCC(=O)N1CCN(c2cccc(Cl)c2)CC1	2%	-5%	0%	18%	-9%	-10%	2%	12%[12.7 µM]	-1%
CC1CCCCC1NC(=O)CCNS(=O)(=O)c1ccc(Cl)cc1 (configuration not stated)	29%	-4%	40%	25%	-3%	3%	1%	19%	-25%

(more compounds)
SMILES	Pol beta inh	Apoferritin bind	APEX1 inh	Pol iota inh	BAZ2B inh	Pol kappa inh	BLM inh	G9a block	Pol eta inh
CC(=O)c1ccc(OCC(O)CN2CCN(c3ccccn3)CC2)cc1 (configuration not stated)	-16%	-16%	-5%	-5%	-36%	12%	-7%	56µM*	-6%
Cc1ccc(S(=O)(=O)N(C)CC(=O)NCC(c2ccc(F)cc2)N2CCOCC2)cc1 (configuration not stated)	/	/	20%	-20%	?	1%	/	19%[12.7 µM]	-4%
COc1ccc(CN(C(=O)CCC(=O)Nc2cc(C)on2)C(C(=O)NC(C)(C)C)c2cccc(OC)c2OC)cc1 (configuration not stated)	-23%	-4%	33%	-18%	?	-1%	-1%	-13%	-2%
O=C(Nc1ccc(N2CCOCC2)cc1)c1cnsn1	-2%	-4%	0%	-21%	0%	-15%	-2%	?	0%
COc1ccc(NC(=O)CSc2nnc(CNC(=O)COc3ccc(Cl)cc3)o2)c(OC)c1	15%	-18%	-4%	25%	-1%	-16%	-1%	7%[59 µM]	-7%
O=c1ccc2cc(S(=O)(=O)Nc3ccc(F)cc3)ccc2o1	32%	3%	4%	7%	3%	-11%	-2%	5%[12.7 µM]	-5%
CC(C)C[C@H](NC(=O)c1nc[nH]c1C(=O)N[C@@H](CC(C)C)C(=O)OC(C)(C)C)C(=O)OC(C)(C)C	?	-6%	-7%	-10%	-1%	-14%	-17%	7%[59 µM]	-11%
CC1CCN(C(=O)Cn2c(SCC(=O)Nc3nccs3)nc3ccccc32)CC1	22%	-16%	12%	56%[activator]	-11%	6%	0%	-33%[12.7 µM]	-14%
Cc1ccc(S(=O)(=O)N(C)c2ccc(C)c([N+](=O)[O-])c2)cc1	-9%	-19%	-1%	36%[activator]	0%	-15%	-8%	13%	-9%
COc1ccc(Br)cc1CN(C)C(=O)Cc1ccc(OC)c(S(=O)(=O)N2CCOCC2)c1	/	/	12%	8%	5%	15%	/	5%[59 µM]	-6%
c1ccc2c(-c3nc(-c4ccncc4)no3)cccc2c1	8%	-13%	-7%	0%[58.9 µM]	75%[activator]	-9%	-7%	29%[12.7 µM]	-13%
CC(C)CCn1c(C(C)O)nc2ccccc21 (configuration not stated)	9%	-10%	2%	26%	7%	1%	2%	-20%	-8%
COC(=O)c1cnc(N2CCOCC2)nc1C(F)(F)F	2%	-4%	-3%	166%[activator]	2%	2%	-2%	0%	-5%
CC(=O)N=c1sccn1CC(O)c1ccccc1 (configuration not stated)	4%	34%[activator]	65%[activator]	-2%	-22%	-5%	-8%	-4%	5%
CC(/C=N/NC(=O)CSc1nc(C)cc(C)n1)=C\c1ccccc1	34%	-11%	16%	26%	-10%	-23%	0%	13%[59 µM]	-2%
Cc1ccccc1-c1nc2cc(NC(=O)Cc3ccc(Cl)cc3)ccc2o1	-18%	-5%	/	8%	-3%	-7%	-17%	-10%[59 µM]	-9%
CCN(CC)C(=O)c1c([N+](=O)[O-])c(C(C)(C)C)nn1C	-16%	1%	-3%	164%[activator]	-2%	-3%	-1%	-1%[59 µM]	-21%
CCOc1ccccc1NC(=O)Nc1ccon1	2%	9%	10%	-20%	-3%	-2%	-6%	/	-15%
COc1ccc(-c2cc3c(=O)n(CC(=O)NCc4ccccc4F)ncn3n2)cc1	0%	-3%	13%	33%[activator]	-6%	-1%	-4%	44%	-11%
COc1cc(OC)cc(C(=O)NNC(=O)c2ccccn2)c1	-1%	-9%	0%	10%	-4%	-7%	-8%	34%	2%
COCCNC(=S)N/N=C/c1ccc(OCc2ccc(C(=O)OC)cc2)cc1	20%	6%	20%	45%[activator]	1%	-12%	-15%	25%[59 µM]	-17%
O=C(NCC1CCCN(C(=O)c2cscn2)C1)c1ccc(-c2ccccc2)cc1 (configuration not stated)	17%	-10%	1%	10%	-20%	-13%	-5%	3%	2%
NS(=O)(=O)c1ccc(CCNC(=O)CSc2nc3ccsc3c(=O)n2CCCCCC(=O)O)cc1	15%	-3%	13%	3%	4%	-5%	-8%	27%	-7%
CC(C)c1ccc(S(=O)(=O)N2CCN(C(=O)CCNC(=O)Nc3ccccc3)CC2)cc1	/	/	12%	0%	3%	-3%	/	14%[59 µM]	-7%
Cc1cc(C)c(C)c(S(=O)(=O)NCC(=O)NCc2ccco2)c1C	43%	-8%	2%	7%	-30%	-3%	-2%	5%[59 µM]	-18%
CCC(=O)Nc1ccc(N/C(N)=N/c2nc(C)cc(C)n2)cc1	3%	-10%	4%	12%	-2%	-9%	46%[activator]	3%	-2%
O=C(NCC1CCCO1)c1c[nH]c2ccc(S(=O)(=O)Nc3ccc(F)cc3F)cc2c1=O (configuration not stated)	?	-13%	/	?	/	-17%	3%	-16%[59 µM]	-26%
Cc1ccc(CSc2[nH]c(=O)ncc2C)cc1	-9%	-16%	-8%	-6%	-13%	-9%	-2%	4%	-1%
COc1ccccc1N1Cc2ccccc2C1	26%	-19%	5%	28%	56µM*	-7%	-9%	10µM*	2%
Cc1ccc2[nH]c(=O)c(CN(Cc3cccnc3)Cc3nnnn3CCN3CCOCC3)cc2c1	14%	-8%	2%	?	-3%	-3%	4%	-5%[12.7 µM]	-15%
Cc1ccc(-c2ccc(=O)n(CC(=O)N3CCN(c4cc(Cl)ccc4C)CC3)n2)cc1	23%	?	13%	17%	-7%	-4%	-16%	23%[59 µM]	-3%
CC(C(=O)O)n1c2ccccc2c2cn[nH]c(=O)c21 (configuration not stated)	43%	6%	-2%	22%	-5%	2%	0%	28%[0.501 µM]	-4%
N#CC1=C(N)Oc2c(sc3ccccc23)C1c1ccco1 (configuration not stated)	?	-6%	-6%	-17%	-10%	-14%	-14%	40µM*	?

Sorted by value in Pol eta inh (falling): some entries from above
Compound	Pol eta inh
O=C(NCC1CCCN(C(=O)c2cscn2)C1)c1ccc(-c2ccccc2)cc1 (configuration not stated)	2%
Cc1ccc(CSc2[nH]c(=O)ncc2C)cc1	-1%
CC(C)c1ccc(S(=O)(=O)N2CCN(C(=O)CCNC(=O)Nc3ccccc3)CC2)cc1	-7%

A portion of the library (hit frequency here may not be typical).
